Dengue-2 NS5 capping: Dengue-2 NS5 methyltransferase inhibitors, primary screen, biochemical, confirmation dose response (AID 588689). Dengue-2 NS5 methyltransferase capping enzyme assay, biochemical; higher % means a stronger effect. 340,000 tested, 0.3% active. inhibition, % at 25 µM; hits with a dose series show IC50 in µM; in the data active = a potency from the dose series
MgcRacGAP inhibition: MgcRacGAP GTPase-activating activity inhibitors, confirmation, biochemical, ADP Hunter fluorescence; Rac GTPase-activating protein 1 (Homo sapiens); MgcRacGAP-stimulated Rac1 GTP hydrolysis, ADP Hunter fluorescence; higher % means a stronger effect; GST-tagged Rac1 F28L mutant substrate; inhibition, % at 30 µM; hits with a dose series show IC50 in µM; 340,000 tested, 0.6% active; AID 624330, 2012;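 active = first-screen hits whose inhibition reached a set limit at any dose in the follow-up dose series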;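 also: fluorescence reports GDP produced by GAP-driven GTP hydrolysis; strong numbers were not always called active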
PhoP inhibition: inhibitors of PhoP regulon expression, primary screen, Salmonella Typhimurium, GFP reporter (AID 1863) | S. Typhimurium PhoP-regulated promoter GFP reporter, 4 h; higher % means a stronger effect | inhibition, % at 50 µM, or IC50 in µM where a hit was titrated | 300,000 tested, 0.16% active;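 active = inhibition over 29.93%, a cutoff 3 SD above the screen mean, later confirmed by dose response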;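 also: 0% = low Mg2+ inducing control and 100% = high Mg2+ repressing control; strong numbers were not always called active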
West Nile virus CPE: West Nile virus antiviral activity, cell-based, CPE readout (AID 1621) | West Nile virus-infected cells, CPE inhibition; higher % means a stronger effect | CPE inhibition, % at 10 µM; hits with a dose series show IC50 in µM | 290,000 tested, 0.02% active; in the data active = a potency from the dose series; also: strong numbers were not always called active
T cell modulator: modulators of CD8 T cell-vesicle binding, primary screen, mouse 2C CD8+ T cells, flow cytometry | 2C CD8+ T cell-vesicle binding; stronger effect = lower value | 330,000 tested, 0.068% active | calls only at 7 µM | AID 2052, 2009;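 active = response, share of CD8 T cells binding vesicles, and their 90th percentile fluorescence all below set limits, cut at about 80% in these data, passing the limit was not always enough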
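Assay system – 2C mouse CD8+ T cells · Also added – QL9-loaded Drosophila micro-vesicles · Timing – Cell–vesicle co-incubation 1.5 h at 37 °C, staining 20 min on ice · Signal – flow cytometry of vesicle-bound cells · Measure – percent CD8+ FL2 mean versus row control · Controls – Peptide-free naked vesicles (low) and QL9 vesicles with 0.7% DMSO vehicle (high)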
NTR1 agonist: agonists of NTR1, primary screen, imaging, U2OS cells, beta-arrestin-GFP, high content (AID 493036). 330,000 tested, 0.17% active. activation, % at 20 µM. NTR1-U2OS beta-arrestin-GFP spot imaging, agonist mode. Neurotensin receptor type 1 (Homo sapiens), P30989;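 active = activation at or above 40% of the spot to cytoplasm intensity ratio, with at least 20 cells analyzed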;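 also: 0% = DMSO without peptide and 100% = 100 nM NTR1 peptide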
Target sequence (P30989 whole entry, looked up): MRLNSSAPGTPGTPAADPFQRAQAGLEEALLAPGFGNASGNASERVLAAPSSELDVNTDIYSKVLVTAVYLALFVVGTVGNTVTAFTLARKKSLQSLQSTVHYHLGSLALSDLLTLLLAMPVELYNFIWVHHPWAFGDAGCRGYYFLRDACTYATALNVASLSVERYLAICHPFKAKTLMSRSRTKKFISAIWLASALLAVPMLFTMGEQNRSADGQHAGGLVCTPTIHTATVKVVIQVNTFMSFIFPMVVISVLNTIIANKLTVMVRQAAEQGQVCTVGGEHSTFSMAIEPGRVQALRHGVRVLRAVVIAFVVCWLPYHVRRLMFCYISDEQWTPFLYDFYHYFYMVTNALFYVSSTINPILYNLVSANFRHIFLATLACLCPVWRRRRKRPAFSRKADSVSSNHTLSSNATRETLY
RSV CPE inhibition: RSV antiviral activity via CPE protection, HEp-2 cells, primary 10 µM value included (AID 2391); one-dose CPE inhibition, % at 10 µM; IC50 in µM for titrated hits; HEp-2 cells, RSV-induced CPE inhibition; higher % means a stronger effect; 310,000 tested, 0.13% active; in the data active = a potency from the dose series; also: strong numbers were not always called active
Large T inhibition: SV40 large T antigen inhibitors, biochemical (AID 1903). 310,000 tested, 0.39% active. one-dose inhibition, % at 20 µM; IC50 in µM for titrated hits. SV40 large T antigen ATPase/helicase inhibition assay; higher % means a stronger effect; in the data active = a potency from the dose series; also: strong numbers were not always called active
UTI89 phage lysis: inhibition of K1F phage lysis, E. coli UTI89, bacterial capsule biogenesis inhibitors, alamar blue (AID 488966); E. coli UTI89 K1F phage lysis, alamar blue, 2 h; higher % means a stronger effect; inhibition, % at 100 µM; hits with a dose series show IC50 in µM; 340,000 tested, 0.02% active;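 active = phage lysis inhibition, versus mean bacterial control, above a set limit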;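 also: capsule biogenesis inhibitors block K1F phage lysis so surviving cells raise fluorescence; higher fluorescence means more inhibition of phage lysis; actives were called in the ten point dose series up to 300 µM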
T cell modulator vesicle-bound %: second read-out of T cell modulator, no call of its own (marks repeat the call); double positive events, %; measured here: CD8+ vesicle-bound cell fraction;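 binding gate set so that unloaded-vesicle control wells show 10% double positive cells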
NTR1 agonist cell count 20 µM: second read-out of NTR1 agonist, no call of its own (marks repeat the call); cell count; measured here: cell count, cytotoxicity flag
Dengue-2 NS5 capping pilot replicate: recorded beside Dengue-2 NS5 capping, whose call it bears; inhibition, %; measured here: pilot screen replicate inhibition
* hit, by the source's call; i = inactive; . = no result given; [ ] = remark or other dose.

SMILES | Dengue-2 NS5 capping | MgcRacGAP inhibition | PhoP inhibition | West Nile virus CPE | T cell modulator | T cell modulator vesicle-bound % | NTR1 agonist | NTR1 agonist cell count 20 µM | RSV CPE inhibition | Large T inhibition | UTI89 phage lysis | others
C=CCn1cc(C(=O)NCCCOCC)c(=O)c2cc(S(=O)(=O)N(CC)CC)ccc21 | 1% | 7% | -1% | 12% | i | 16 | 3.5 | 67 | -0.3% | 17% | -0.2% | Dengue-2 NS5 capping pilot replicate=-3.9
CC(=O)Oc1c(Sc2ccccc2[N+](=O)[O-])c(C)nn1C(C)(C)C | 0% | 5% | 0% | -0.5% | i | 3 | -0.9 | 60 | -0.1% | 33% | 0.2%
COc1ccc(CNC(=O)C2CCCN2)cc1OC (centres undefined) | -2% | 25% | . | -0.1% | i | 34 | -0.2 | 30 | -0.7% | . | -0.9%
COc1cc(NC(=O)CSc2nnc(C)s2)cc(OC)c1 | 4% | 10% | 2% | 0.1% | i | 44 | -0.2 | 50 | 1.1% | 10% | 0.4%
OC(c1ccccc1)(c1ccccc1)C1CCN(C(=S)NCCc2ccccc2)CC1 | . | . | -3% | -1.6% | i | 66 | 0.9 | 55 | 2.7% | 6% | .
O=C(c1cccc(C(=O)N2CCC(O)(c3ccccc3)CC2)c1)N1CCC(O)(c2ccccc2)CC1 | . | . | . | . | i | 49 | 1.5 | 65 | 1.7% | 8% | .
Cc1ccc(C)c(N(C(=O)c2nsc(Cl)c2Cl)C(C(=O)NC2CCCC2)c2ccc(O)cc2)c1 (centres undefined) | -1% | 6% | 13% | -1.7% | i | 27 | 2.9 | 40 | 5.0% | -5% | 1.4%[50 µM]
CC(C)C(NC(=O)c1ccccc1)C(=O)N1CCN(C/C=C/c2ccccc2)CC1 (centres undefined) | -3% | 3% | . | . | i | 27 | 2.1 | 59 | -0.5% | . | 0.1%[50 µM]
CCOCCC(=O)Nc1nnc(CCc2ccccc2)s1 | -3% | 8% | -6% | 0.1% | i | 56 | 1.1 | 65 | 1.7% | 15% | 0.4%
C(=C\c1cccc2ccccc12)/c1nnc(-c2cccs2)o1 | -1% | 5% | 1% | 0.2% | i | 13 | 8.5 | 52 | 1.8% | 8% | 3.6%
O=C(OCC(=O)N1CCCC1=O)c1cc(S(=O)(=O)N2CCOCC2)ccc1Cl | -2% | 1% | -2% | . | i | 55 | -0.7 | 45 | -2.7% | 1% | 0.8%[50 µM]
O=c1c2nnn(Cc3ccccc3)c2ncn1-c1ccccc1 | 0% | 4% | 6% | 0.4% | i | 34 | -1.2 | 82 | 3.0% | 5% | 1.1%

2 records picked at random from those above:
SMILES | Dengue-2 NS5 capping | MgcRacGAP inhibition | PhoP inhibition | West Nile virus CPE | T cell modulator | T cell modulator vesicle-bound % | NTR1 agonist | NTR1 agonist cell count 20 µM | RSV CPE inhibition | Large T inhibition | UTI89 phage lysis | others
CC(=O)Oc1c(Sc2ccccc2[N+](=O)[O-])c(C)nn1C(C)(C)C | 0% | 5% | 0% | -0.5% | i | 3 | -0.9 | 60 | -0.1% | 33% | 0.2%
COc1cc(NC(=O)CSc2nnc(C)s2)cc(OC)c1 | 4% | 10% | 2% | 0.1% | i | 44 | -0.2 | 50 | 1.1% | 10% | 0.4%

The list continues:
SMILES | Dengue-2 NS5 capping | MgcRacGAP inhibition | PhoP inhibition | West Nile virus CPE | T cell modulator | T cell modulator vesicle-bound % | NTR1 agonist | NTR1 agonist cell count 20 µM | RSV CPE inhibition | Large T inhibition | UTI89 phage lysis | others
CSc1ccccc1NC(=O)CN(C)C(C)C(=O)NCc1ccc2c(c1)OCO2 (centres undefined) | 1% | 47µM* | . | . | i | 39 | 1.4 | 56 | . | . | 0.1%[50 µM]
Cc1ccc(S(=O)(=O)N(C)C)cc1NC(=O)COC(=O)Cc1ccccc1F | 3% | 4% | 3% | . | i | 48 | -0.8 | 51 | -2.0% | 6% | -0.1%[50 µM]
Cc1cccc(NC(=O)c2ccc(C(=O)Nc3cccc(C)c3)nc2)c1 | -4% | 6% | -11% | -1.0% | i | 52 | -0.7 | 59 | 1.4% | 16% | 0.0%[50 µM]
CCOC(=O)N1CCN(S(=O)(=O)c2ccc(C)cc2)C1c1ccccc1 (centres undefined) | -17% | 5% | -5% | 1.1% | i | 42 | 0.6 | 82 | 1.5% | 1% | -0.4%
CCOC(=O)NC(Nc1ncccn1)(C(F)(F)F)C(F)(F)F | . | 10% | -11% | 0.1% | i | 57 | 0.1 | 52 | 2.5% | 4% | 0.0%
CCOC(=O)C1(CCOc2ccccc2)CCN(C(=O)CCSC)CC1 | -10% | 7% | 6% | -0.9% | i | 60 | . | . | 0.1% | 8% | 0.5%
Cc1cccc(NC(=O)C2CCCN(S(=O)(=O)c3ccc4[nH]c(=O)ccc4c3)C2)n1 (centres undefined) | -1% | 9% | 3% | 0.3% | i | 6 | 1.4 | 54 | 9.9% | 10% | 0.1%
COc1ccc2cc(C3(C)NC(=O)N(CC(=O)NCc4ccco4)C3=O)ccc2c1 (centres undefined) | -4% | 2% | -2% | -0.8% | i | 34 | -0.3 | 88 | 4.9% | 6% | 1.2%
O=C(Cn1c(-c2cncs2)nc2ccccc21)NCCc1ccccc1 | -3% | 3% | -4% | -0.2% | i | 44 | -1.8 | 66 | -0.5% | 5% | -1.7%
CCc1ncc(C(O)c2cccc3ccccc23)n1C (centres undefined) | -5% | 6% | 21% | -0.9% | i | 13 | 3.1 | 75 | 3.3% | -3% | 0.0%
CC(C)(C)c1cc(CN2CCC(O)CC2)cc(C(C)(C)C)c1O | -7% | 14% | 6% | -0.5% | i | 55 | -0.8 | 88 | 1.6% | 5% | 2.5%
OC1CCN(c2ncnc3nc[nH]c23)CC1 | -1% | 10% | 7% | -0.1% | i | 30 | -1.6 | 50 | 0.5% | 7% | -1.1%

Grouped by structure: the compounds so far with an aryl thioether with sulfur outside any ring (three)
SMILES | Dengue-2 NS5 capping | MgcRacGAP inhibition | PhoP inhibition | West Nile virus CPE | T cell modulator | T cell modulator vesicle-bound % | NTR1 agonist | NTR1 agonist cell count 20 µM | RSV CPE inhibition | Large T inhibition | UTI89 phage lysis | others
CC(=O)Oc1c(Sc2ccccc2[N+](=O)[O-])c(C)nn1C(C)(C)C | 0% | 5% | 0% | -0.5% | i | 3 | -0.9 | 60 | -0.1% | 33% | 0.2%
COc1cc(NC(=O)CSc2nnc(C)s2)cc(OC)c1 | 4% | 10% | 2% | 0.1% | i | 44 | -0.2 | 50 | 1.1% | 10% | 0.4%
CSc1ccccc1NC(=O)CN(C)C(C)C(=O)NCc1ccc2c(c1)OCO2 (centres undefined) | 1% | 47µM* | . | . | i | 39 | 1.4 | 56 | . | . | 0.1%[50 µM]

(next part)
SMILES | Dengue-2 NS5 capping | MgcRacGAP inhibition | PhoP inhibition | West Nile virus CPE | T cell modulator | T cell modulator vesicle-bound % | NTR1 agonist | NTR1 agonist cell count 20 µM | RSV CPE inhibition | Large T inhibition | UTI89 phage lysis | others
COc1ccccc1/C=C/c1ccc2cccc(O)c2n1 | 10% | 7% | 8% | -0.5% | i | 59 | 26 | 78 | 2.4% | 4% | 0.0%
O=C(O)c1cc(S(=O)(=O)N2CCN(C(c3ccccc3)c3ccccc3)CC2)ccc1Cl | 4% | 11% | 2% | 0.2% | i | 13 | 0.7 | 41 | 1.6% | 14% | 0.1%
CCOC(=O)Cc1cnc(NC(=O)CSc2nc(N)cc(N)n2)s1 | -1% | 6% | 4% | 0.1% | i | 26 | 0.8 | 72 | -0.9% | 7% | 0.0%
O=C(O)c1ccc(NCc2cccs2)cc1 | 1% | 0% | 1% | 0.4% | i | 40 | -1.4 | 57 | -1.5% | 6% | 0.4% | Dengue-2 NS5 capping pilot replicate=1.5
NC(Cc1ccc(O)cc1)c1cn([C@@H](CCC(=O)O)C(=O)N2CCNCC2)nn1 (some centres undefined) | 3% | 4% | -5% | 0.3% | i | 54 | -1.2 | 81 | -0.6% | 9% | 2.2%
Cc1ccc(OCc2n[nH]c(=S)n2C2CCCCC2)cc1 | -8% | 10% | 8% | -0.8% | i | 29 | 2.7 | 44 | 2.1% | 6% | 0.0%
[O-]/[N+](=C/c1ccc(F)cc1)c1ccccc1 | 10% | 3% | -2% | 0.3% | i | 30 | 6.4 | 79 | 0.8% | 0% | 0.1%
Brc1ccc2c(c1)[C@H]1OCC[C@H]1[C@@H](c1cccs1)N2 | 3% | 12% | -7% | 0.6% | i | 50 | 2.9 | 53 | -0.4% | 4% | i
O=C(Nc1ccc2c(c1)OCO2)Nc1cnccn1 | 2% | 11% | 8% | 0.5% | i | 14 | 0.7 | 43 | 6.8% | -3% | 4.4%
COc1ccccc1N1CCN(c2ccc([N+](=O)[O-])cc2Cl)CC1 | -3% | -2% | 3% | -0.3% | i | 60 | -0.6 | 49 | 3.4% | 17% | 1.7%
CCCCC(=O)Nc1ncc(Br)s1 | -3% | -10% | 4% | 0.0% | i | 11 | 1.2 | 93 | 0.2% | 3% | -2.0%
O=C(CCc1nc2ccccc2n1-c1ccccc1)NCCO | 1% | 8% | 8% | -0.3% | i | 24 | 1.7 | 78 | 0.6% | 7% | 1.3%[50 µM]
CC(C)CCNC(=O)NC(=O)CSc1ccc(S(=O)(=O)N2CCOCC2)cn1 | -11% | 5% | . | . | i | 61 | -1.5 | 59 | 0.4% | . | 1.5%[50 µM]
CCN(C(=O)CSC1=Nc2ccccc2C2CC=NN12)C1CCS(=O)(=O)C1 (centres undefined) | -10% | 17% | 0% | 0.2% | i | 5 | 0.4 | 31 | 6.2% | 8% | -0.1%
CCn1c(=NC(=O)c2ccco2)sc2cccc(F)c21 | -1% | 5% | -3% | 0.1% | i | 49 | 3.0 | 63 | 32% | 3% | 5.0%
CNC1(c2nnnn2-c2ccccc2C)CCOC(C)(C)C1 (centres undefined) | -5% | 9% | -14% | 0.3% | i | 22 | 0.3 | 63 | 2.5% | 11% | 0.4%
COc1ccc2c(c1)OC[C@H]1[C@H]2N2C(=O)CN(CCc3c[nH]c4ccccc34)C(=O)[C@@]2(C)[C@H]1c1ccccc1 | -6% | 10% | . | . | i | 30 | 5.4 | 63 | -0.4% | . | 0.0%
COc1ccccc1CNC(=O)c1cc(-c2ccccc2)nn1CC1CC(c2cccc([N+](=O)[O-])c2)=NO1 (centres undefined) | 3% | 11% | . | -0.7% | . | . | 0.2 | 65 | 0.8% | 2% | 0.6%
Cc1ccc(C(=O)Cn2c3[n+](c4ccccc42)CC(O)CS3)cc1 (centres undefined) | -10% | 6% | . | -0.8% | i | 34 | -0.8 | 60 | -0.1% | . | 0.3%

Compound activity deposited in PubChem BioAssay by several laboratories.
